# Screening results (PubChem BioAssay)
# Giardia FBPA inh: Giardia lamblia aldolase inhibition; Potency, µM (titrated, usually from 59.6 µM), for the others: top-dose activity, negative = inhibition, hits mostly inhibitors; 290,000 tested, 0.71% active; AID 2451; purified Giardia FBPA; note: potency is the fitted concentration of half-maximal effect; % is set by controls: 0 for no effect and ±100 for the full control effect; nearly all actives have a fitted effect of over 55% in size
# Target sequence (A8B2U2 whole entry, looked up): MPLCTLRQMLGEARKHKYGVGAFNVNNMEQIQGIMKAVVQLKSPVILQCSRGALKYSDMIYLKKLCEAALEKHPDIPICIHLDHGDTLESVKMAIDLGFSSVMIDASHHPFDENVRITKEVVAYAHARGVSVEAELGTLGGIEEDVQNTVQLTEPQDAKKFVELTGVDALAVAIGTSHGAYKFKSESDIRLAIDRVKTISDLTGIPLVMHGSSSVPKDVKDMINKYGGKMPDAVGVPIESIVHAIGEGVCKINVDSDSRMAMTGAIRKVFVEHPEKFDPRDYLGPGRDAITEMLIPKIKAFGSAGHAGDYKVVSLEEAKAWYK
#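 40 nM FBPA preincubated 10 min at RT with compound (up to 57.5 uM final), then substrate plus GAPDH/TPI/NAD/arsenate coupling and diaphorase/resazurin added. Fluorescence read after 20 min at RT, 525/598 nm.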
# Pf growth 48h: P. falciparum growth inhibition at 48 hours (one generation); P. falciparum luciferase growth in erythrocytes, 48 h; Potency, µM (doses to about 28.7 µM), inactives show at the highest dose activity change, negative = inhibition, hits mostly inhibitors; 310,000 tested, 5.9% active; note: potency is the fitted concentration of half-maximal effect; % is set by controls: 0 for no effect and ±100 for the full control effect
#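 Luminescence readout; reporter = integrated firefly luciferase in P. falciparum. RBC culture at 2% hematocrit, 0.1% parasitemia final, 37 C/5% CO2; decreased signal taken as growth inhibition.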
# Pf growth 96h: P. falciparum growth inhibition at 96 hours; 320,000 tested, 6.9% active; Potency, µM (doses to about 28.7 µM), for inactives: at the top dose activity change, negative = inhibition, actives largely listed as inhibitors; P. falciparum luciferase reporter growth, 96 h; note: potency is the fitted concentration of half-maximal effect; % is set by controls: 0 for no effect and ±100 for the full control effect
#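 Delayed-death screen, second-generation endpoint: infected erythrocytes, 2% hematocrit, 0.05% parasitemia final; 96 hours at 37 C, 5% CO2; luciferase detection reagent; luminescence decrease equals reduced growth.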
# Shiga toxin inh: inhibitors of Shiga toxin in Vero cells; 290,000 tested, 9.2% active; Vero cells, Shiga toxin protein synthesis inhibition reporter; AID 2315; inhibition, % at 38.7 µM; in the data active = inhibition mostly above about 28%, no sharp cut-off; inactive = mostly below about 43%; note: 0% is about no effect
# Sm TGR block: blocks Schistosoma mansoni thioredoxin glutathione reductase; 360,000 tested, 3% active; AID 485364; Potency, µM (doses to about 114 µM), inactives show top-dose activity change, negative = inhibition, most hits filed as inhibitors; Q962Y6; purified TGR, DTNB reduction, TNB absorbance 405 nm; note: potency is the fitted concentration of half-maximal effect; % is set by controls: 0 for no effect and ±100 for the full control effect; nearly all actives have a fitted effect of over 60% in size
#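 TGR 20 nM + NADPH 100 uM (dispensed conc.), cpd preinc 15 min RT; start with NADPH (500 uM addition) then DTNB (15 mM addition). Kinetic TNB absorbance, 405 nm filter. Four-parameter Hill fit across titration.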
# Cycloheximide cs: affects cycloheximide protein synthesis inhibition readout, counter-screen; cell reporter, cycloheximide protein synthesis inhibition counterscreen; max response, %; 300,000 tested, 12% active; AID 2314; in the data active = max response mostly above about 13%, no sharp cut-off; inactive = mostly below about 14%; note: read at 38.3 µM for the half of the compounds with a filed dose; 0% is about no effect
# Numbers without * were called inactive; ? = inconclusive; · = not tested or not shown; & = joins results of further samples; [ ] = dose if it differs, or a comment. Unless noted, calls come from the whole dose curve; as a rule, active = well fitted curve in the direction sought with a large enough effect; inconclusive = small, poorly fitted or top-dose-only effect, or another doubt; inactive = no such curve, though single readings can be large; an effect the other way counts as inactive or inconclusive. No enrichment for hits. About 24% of those tested had a hit in this group.
# The opening 3 compounds, ahead of the listing:
no.	smiles	Giardia FBPA inh	Pf growth 48h	Pf growth 96h	Shiga toxin inh	Sm TGR block	Cycloheximide cs
1	COc1ccc(NS(=O)(=O)c2nnc(NC(=O)c3ccccc3F)s2)cc1	0.1%	57.9%[activator]	?	10.1	0.0%&7.6%	-1.7
2	Cc1cc(OCC(=O)N(C)C2CCCCC2)cc(C)c1Cl	-0.3%	-2.1%	-5.3%	91.1*	5.7%	41.6*
3	O=C(CCCN1C(=O)NC2(CCCC2)C1=O)N1CCN(S(=O)(=O)c2ccccc2)CC1	·	2.5%	?	·	1.3%	·

# The whole of this part, from the start:
no.	smiles	Giardia FBPA inh	Pf growth 48h	Pf growth 96h	Shiga toxin inh	Sm TGR block	Cycloheximide cs
1	COc1ccc(NS(=O)(=O)c2nnc(NC(=O)c3ccccc3F)s2)cc1	0.1%	57.9%[activator]	?	10.1	0.0%&7.6%	-1.7
2	Cc1cc(OCC(=O)N(C)C2CCCCC2)cc(C)c1Cl	-0.3%	-2.1%	-5.3%	91.1*	5.7%	41.6*
3	O=C(CCCN1C(=O)NC2(CCCC2)C1=O)N1CCN(S(=O)(=O)c2ccccc2)CC1	·	2.5%	?	·	1.3%	·
4	CN(CCCC(=O)Nc1ccccc1F)S(=O)(=O)c1ccc(F)cc1	-5.7%	0.3%	1.8%	2.0	-21.7%	-5.0
5	CCc1c(C)sc(NC(=O)Cn2nc(C)c([N+](=O)[O-])c2C)c1C(N)=O	-10.4%	25.6%	-24.9%	17.3	·	-2.0
6	CC(C)CNc1nc(S(=O)(=O)c2ccccc2)c(Cl)s1	-9.8%	-8.9%	?	10.3	3.4%	7.8
7	CCOC(=O)C1=C(CSc2nc(-c3ccncc3)ccc2C#N)OC(N)=C(C#N)C1c1ccc(OC)cc1 (stereo not drawn)	-20.7%	·	?	-13.9	-1.0%	-3.4
8	CCn1c(=O)cc(OCC(=O)N2CCCCCC2)c2ccccc21	0.0%	-6.7%	151.0%[activator]	20.2	0.3%	11.9
9	CN(Cc1cccnc1)C(=O)c1cc(COc2ccc3c(c2)CCCC3)on1	-4.2%	?	3.6%	81.9*	-22.8%	69.7*
10	Cc1cc(C(=O)COC(=O)/C=C/c2cccc(F)c2)c(C)n1C	2.6%	35.1%[activator]	43.2%[activator]	76.9*	5.4%	29.4*
11	Cc1cc(C)n(-c2nc3c(c(=O)[nH]c(=O)n3C)n2Cc2ccccc2)n1	2.3%	16.6%	0.4%	-13.1	0.0%	-2.6
12	FC(F)(Cl)c1nnc2ccc(Cl)nn12	-2.0%	?	-38.9%[5.75 µM]	-13.9	0.0%	-2.6
13	O=C(O)c1ccc(CNS(=O)(=O)c2ccc3ccccc3c2)cc1	-15.9%	-20.3%	-13.1%	54.7*	2.3%	29.7
14	CCC(C)NC(=O)/C=C1\Sc2ccccc2NC1=O (stereo not drawn)	-0.1%	26.6%	?	40.2	-11.4%	12.8*
15	CCn1c(SCC(=O)Nc2nonc2C)nnc1-c1ccco1	-9.9%	32.7%[activator]	?	14.5	-26.7%	2.4
16	Cc1ccc(C)c(NS(=O)(=O)c2cc(C(=O)Nc3ccccc3-c3ccccc3)ccc2Cl)c1	-4.8%	?	?	-12.3	-3.3%	13.3
17	Cc1ccc(S(=O)(=O)N2CCCCC2)cc1NC(=O)c1cccnc1	·	-15.5%	4.3%	·	-6.2%	·
18	O=C(CN1C(=O)C(=O)N(Cc2ccccc2)C1=O)Nc1ccc(F)c(Cl)c1	-0.1%	-1.8%	26.8%	-4.2	4.8%	-2.2
19	COc1ccccc1N1CCN(C(=O)CCc2ccccc2)CC1	20.7%	18.2%	?	2.8	24.5%	-2.5
20	CCn1c(SCC(=O)Nc2nnc(C)s2)nnc1-c1ccncc1	-20.5%	17.4%	?	-11.3	-3.4%	-2.5
21	Clc1ccc(C2=Nn3c(nnc3-c3cccs3)SC2)cc1	0.4%	?	?	27.3	79.4µM*	-1.1
22	COCCN(CCOC)C(=O)COC(=O)c1cc([N+](=O)[O-])ccc1Cl	0.8%	-12.6%	-3.6%	-9.7	4.7%	-0.5
23	O=S(=O)(NC1CCCC1)c1cccc(S(=O)(=O)N2CCC(n3nnc4ccccc43)CC2)c1	?	10.4µM*	42.2%[activator]	18.7	-0.8%	-5.2
24	O=C1OCc2cccc([N+](=O)[O-])c21	0.0%	21.0%	-12.6%	6.6	4.0%	1.8
25	O=C(COc1cc(=O)n2c(n1)SCCC2)c1ccccc1	7.0%	44.0%[activator]	102.0%[activator]	19.3	10.9%	13.1
26	COc1ccc(NC(=O)Cn2nnc(C(=O)NCCc3ccc(OC)c(OC)c3)c2N)c(OC)c1	-0.8%	-17.6%	-18.7%	-8.0	9.4%	-2.7
27	CN(C)C(CNc1ccc(S(C)(=O)=O)cc1[N+](=O)[O-])c1ccccc1 (stereo not drawn)	2.0%	-15.7%	-16.7%	-8.4	-2.5%	-2.6
28	Cc1ccc(C(=O)NCC(C)(C)O)cc1	4.4%	?	?	-1.3	0.8%	-1.5
29	CCOc1ccccc1N(C(=O)c1snc(C(N)=O)c1N)C(C(=O)NCC1CCCO1)c1ccc2ncccc2c1 (stereo not drawn)	6.3%	?	?	8.0	5.4%	-4.8
30	CCc1nc(NCCCn2ccnc2)c2oc3ccccc3c2n1	-14.1%	?	13.1µM*	-4.9	0.0%	-2.7
31	Cc1[nH]c(=O)nc(SCc2cccc(Cl)c2)c1C#N	0.7%	11.7%	3.2%	15.1	-2.2%	0.7
32	CCc1nnc(NC(=O)c2ccc(S(=O)(=O)N3CCCC3)cc2)s1	1.9%	2.9%	10.5%	-1.4	0.9%	1.3
33	COc1ccc(-c2cn3c(C)c(C(=O)N4CCc5ccccc5C4)sc3n2)cc1	4.4%	-6.9%	?	-2.6	11.6%	-4.6
34	O=C(Nc1nnc(C2CC2)s1)c1cc(S(=O)(=O)N2CCN(c3ccccc3)CC2)ccc1Cl	·	-7.8%	?	11.2	5.7%	13.1
35	O=C(O)Cc1cccc2ccccc12	·	32.9%&4.8%	67.1%&4.0%[activator]	·	3.5%	·
36	CCOc1cc(-c2ccc3c(c2)OCO3)cc(=O)c2c(C)oc(C)c12	?	?	26.3%	-4.9	35.5µM*	-3.0
37	C#CCOCCOCCOCCNc1nc(N2CCN(C(=O)[C@H](CCC(=O)O)n3cc(C(N)Cc4ccc(O)cc4)nn3)CC2)nc(N2CCN(C(=O)[C@H](CCCCN)n3cc(C(N)[C@H](C)CC)nn3)CC2)n1 (stereo partly drawn)	-8.6%	71.9%[activator]	76.4%[activator]	-7.8	31.6µM*	3.4
38	CN(C)S(=O)(=O)c1cccc(C(=O)N2CCc3ccccc32)c1	-0.4%	2.6%	·	-14.5	-5.5%	0.9
39	CC1(C)Cc2c(sc(NC(=O)COc3ccccc3)c2C#N)C(C)(C)N1	2.1%	-0.4%	2.8%	-5.3	-134.6%	-1.1
40	COc1ccc(NC(=O)CSc2nc3ccccc3nc2N2CCCC2)cc1	-4.9%	-14.0%	?	-2.6	-9.5%	-3.5
41	O=C(c1cc(=O)[nH]c2ccccc12)N1CCN(c2cccc(C(F)(F)F)c2)CC1	5.6%	?	8.9%	-15.5	-1.4%	13.7
42	COc1ccc(S(=O)(=O)Cc2ccc(C(=O)N3CCN(C4CCCCC4)CC3)o2)cc1	0.0%	·	-10.5%	-15.3	?	0.2
43	COc1cc(OC)cc(C(=O)OCC(=O)N(C)c2ccccc2)c1	-9.8%	8.5%	23.9%	-3.7	12.8%	-2.2
44	CCOC(=O)C(C(=O)OCC)C1CS(=O)(=O)CC1C(C(=O)OCC)C(=O)OCC (stereo not drawn)	-0.6%	1.5%	11.9%	-8.0	0.0%	-3.0
45	Cn1c(-[n+]2c(-c3ccccc3)cc(-c3ccccc3)cc2-c2ccccc2)nc2cc([N+](=O)[O-])ccc21	?	13.1µM*	3.29µM*	42.3*	44.7µM*	12.4
46	CCOC(=O)C1CCN(C(=O)c2oc3ccc4c(c3c2C)C(O)CC2(CCCCC2)O4)CC1 (stereo not drawn)	5.5%	?	0.0%	1.1	8.4%	9.9
47	CCOC(=O)c1c(S(=O)(=O)NCC(=O)NCc2ccc(C)cc2)c(C)n(C)c1C	·	-4.5%	?	-8.0	-22.7%&6.8%	-1.4
48	Cc1[nH]c2ccc3ncccc3c2c1C	-29.2%	8.8%	?	-25.4	5.8%	14.6*
49	COc1ccccc1N(CC(=O)Nc1cccnc1)S(=O)(=O)c1ccccc1	2.5%	?	-17.9%	-15.1	5.5%	-1.1
50	CC(Oc1cccc(Cl)c1)C(=O)Nc1ccccc1N1CCCCC1 (stereo not drawn)	·	5.86µM*	11.7µM*	·	3.2%	·
51	COCc1cc(/C=N\NC(=O)Cc2ccc(OC)cc2)ccc1OC	1.8%	2.4%	3.4%	15.0	-5.3%	-2.1
52	CC1=NN(C(=O)Cc2ccccc2)C(O)(c2cccnc2)C1 (stereo not drawn)	1.8%	-11.8%	9.6%	22.5	-5.1%	14.3
53	Clc1ccc(CSc2cc3c(nn2)-c2ccccc2CC3)cc1Cl	-0.7%	-6.8%	11.7%	32.1	3.3%	-1.4
54	COC(=O)[C@@H](N)Cc1ccc(O)cc1	-0.4%	-3.7%	-2.6%	-6.5	8.7%	-2.3
55	Cc1ccccc1NC(=O)c1ccc(Cn2cc([N+](=O)[O-])cn2)o1	7.0%	0.4%	51.9%[activator]	-13.6	-6.8%	-0.8
56	CCc1ccn2cc(-c3cc(-c4ccccc4)no3)nc2c1	-6.9%	-83.4%	-7.1%	22.8	25.9%	36.8*
57	O=C1/C(=C/c2ccccc2)Oc2cc(OC(=O)N3CCOCC3)ccc21	1.9%	4.5%	?	10.5	-4.2%	18.6*
58	Cc1cc(C)nc(SCC(=O)c2ccc3c(c2)OCCO3)n1	7.9%	-21.0%	?	-1.0	4.5%	25.6*
59	COc1ccc(S(=O)(=O)N2CCc3ccccc32)cc1C(=O)Nc1ccc(C(N)=O)cc1	·	?	7.38µM*	·	0.7%	·
60	Cc1cc(C)c(S(=O)(=O)N2CCCC2=O)cc1N(C)S(C)(=O)=O	20.0%	24.4%	27.9%	-6.4	-6.3%	1.6

# (continued)
no.	smiles	Giardia FBPA inh	Pf growth 48h	Pf growth 96h	Shiga toxin inh	Sm TGR block	Cycloheximide cs
61	Cc1cccc(OCCC(=O)Nc2ccc(N3CCOCC3)cc2N2CCOCC2)c1	·	?	?	·	-12.4%	·
62	Oc1ccc(COc2cccc3ccccc23)c2cccnc12	·	2.62µM*	5.22µM*	·	8.91µM*	·
63	CCOCCCNC(=O)C(NC(=O)Cc1c[nH]c2ccccc12)c1ccccc1 (stereo not drawn)	-3.5%	-5.6%	5.4%	3.1	4.5%	-1.3
64	Cc1nn(-c2ccccc2)nc1C(=O)c1c(C)[nH]n(-c2ccccc2)c1=O	20.1%	-12.3%	14.3%	-3.7	0.6%	16.0
65	CC(=O)Nc1ccc2sccc2c1	-0.4%	?	?	-4.8	9.7%	7.6
66	Cc1onc(-c2c(Cl)cccc2Cl)c1C(=O)c1ccccc1	-4.8%	-11.6%	?	-2.8	13.2%	-1.5
67	CN(C(=O)c1ccc(NC(=O)Cc2cccc(NC(=O)C3CCN(C(=O)C4CCCCC4)CC3)c2)cc1)C1CCCC1	·	?	?	·	-1.9%	·
68	Cc1nc(/C(N)=N/OC(=O)c2c(-c3ccccc3Cl)noc2C)cs1	4.9%	?	10.4µM*	-4.8	-1.9%	1.9
69	O=C(Nc1cccc(C(=O)N2CCN(c3cccc(Cl)c3)CC2)c1)c1ccccc1	-8.7%	-14.8%	-40.1%[1.15 µM]	-2.4	-0.7%	5.7
70	O=C(NCc1ccncc1)C1CCN(S(=O)(=O)c2cc(Cl)ccc2Cl)CC1	-8.7%	-5.3%	34.7%[activator]	-9.0	2.1%	-2.3
